CCR6 antag = CCR6 receptor antagonists, primary screen, cell-based, CHO-K1, luminescence, beta-arrestin, uHTS; CHO-K1 CCR6 PathHunter beta-arrestin, CCL20-stimulated; inhibition, % at 20 µM; hit rate 0.49% among 340,000; AID 493098, 2011;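 active means compounds whose inhibition of the agonist-driven luminescence signal at 20 µM reaches about 50%, limit read from the data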;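 further: cells stimulated with CCL20 at 14 nM final; plate controls were DMSO with CCL20 for no effect and DMSO without agonist for full effect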
Target sequence (P51684 whole entry, looked up): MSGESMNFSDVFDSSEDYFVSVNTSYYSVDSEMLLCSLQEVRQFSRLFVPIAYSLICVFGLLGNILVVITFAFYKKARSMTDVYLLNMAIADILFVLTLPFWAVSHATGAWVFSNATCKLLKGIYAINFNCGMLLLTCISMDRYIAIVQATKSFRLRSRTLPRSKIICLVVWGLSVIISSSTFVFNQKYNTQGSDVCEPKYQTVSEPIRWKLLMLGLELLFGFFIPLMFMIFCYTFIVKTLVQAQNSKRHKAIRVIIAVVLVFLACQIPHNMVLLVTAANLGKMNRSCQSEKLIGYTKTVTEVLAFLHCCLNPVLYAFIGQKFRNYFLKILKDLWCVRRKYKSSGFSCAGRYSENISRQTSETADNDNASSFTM
CXCR6 block = CXCR6 receptor inhibitors, primary screen, cell-based, beta-arrestin, luminescence, CHO-K1 PathHunter, 1536-well; C-X-C chemokine receptor type 6 (Homo sapiens), O00574; inhibition, % at 20 µM; hit rate 0.36% among 360,000; in the data active means inhibition above about 34%, passing the limit was not always enough;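 further: antagonist mode with CXCL16 agonist at 10 nM final; 0% = 10 nM CXCL16 with DMSO and 100% = unstimulated wells without agonist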
Gli-Sufu block = Gli-Sufu pathway antagonists, primary screen, luciferase luminescence, Sufu-KO-LIGHT cells, uHTS; Sufu-KO-LIGHT fibroblasts, Gli luciferase reporter luminescence; inhibition, % at 5 µM; hit rate 0.74% among 340,000; AID 588413, 2011;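 active means inhibition above about 55%, limit read from the data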;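 further: 0% = DMSO-treated cells and 100% = wells with medium but no cells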
UBC13 polyUb = UBC13 polyubiquitin chain formation inhibitors, primary screen, biochemical, TR-FRET, uHTS; hit rate 0.47% among 330,000; inhibition, % at 20 µM; in the data active means inhibition above about 45%, passing the limit was not always enough
Target sequence (P61088 whole entry, looked up): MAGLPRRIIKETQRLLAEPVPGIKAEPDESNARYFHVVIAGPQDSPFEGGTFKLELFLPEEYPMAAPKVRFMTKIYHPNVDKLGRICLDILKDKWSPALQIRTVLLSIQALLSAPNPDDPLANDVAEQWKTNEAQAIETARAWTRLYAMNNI
EBI2 block = EBI2 receptor antagonists, beta-arrestin recruitment, primary screen, cell-based, luminescence, 7a,25-OHC stimulation, uHTS. 7a,25-OHC stimulated. inhibition, % at 5 µM. hit rate 0.81% among 360,000. AID 651636, 2012; in the data active means inhibition above about 38%;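 further: enzyme fragment complementation signal reports receptor beta-arrestin coupling in cells; 0% = agonist plus DMSO wells and 100% = wells without agonist; some results beyond the cut were filed as inactive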
ATG4B inh = ATG4B protease inhibitors, primary screen, biochemical, fluorescence, uHTS; ATG4B cleavage of LC3-PLA2, NBD-HPC fluorescence, 1 h; inhibition, % at 8.33 µM; hit rate 0.51% among 340,000; AID 504462, 2011; in the data active means inhibition above about 40%
APJ agonist = agonists of human apelin receptor APJ, primary screen, CHO-K1 cells, PathHunter beta-arrestin, luminescence. P35414. 0% DMSO wells, 100% apelin. activation, % at 20 µM. hit rate 0.11% among 330,000. AID 2520, 2010;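 active means activation more than six SD over the plate average, tested at 20 µM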;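 further: 0% = DMSO alone and 100% = apelin-13 at 10 nM; some results filed as inactive read as strong as hits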
Target sequence (P35414 whole entry, looked up): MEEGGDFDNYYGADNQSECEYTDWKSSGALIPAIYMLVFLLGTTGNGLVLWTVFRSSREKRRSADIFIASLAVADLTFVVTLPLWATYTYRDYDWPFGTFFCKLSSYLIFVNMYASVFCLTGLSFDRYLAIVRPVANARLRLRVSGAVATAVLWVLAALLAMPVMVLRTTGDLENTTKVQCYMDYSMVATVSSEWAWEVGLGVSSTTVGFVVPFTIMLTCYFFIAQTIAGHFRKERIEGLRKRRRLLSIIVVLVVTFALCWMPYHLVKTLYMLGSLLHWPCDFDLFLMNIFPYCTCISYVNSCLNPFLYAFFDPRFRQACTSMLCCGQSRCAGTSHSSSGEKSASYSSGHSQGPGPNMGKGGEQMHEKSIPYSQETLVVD
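Material: CHO-K1 APJ beta-arrestin complementation cell line; Input: cell density 1000 per well; Incubation: compound stimulation 90 min at 25 °C, detection 60 min; Signal: luminescence from split beta-galactosidase complementation, Galacton Star/Emerald II substrate; Controls: DMSO-only wells as negative, 10 nM Apelin-13 as positive control.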
APJ antagonist = antagonists of human apelin receptor APJ, primary screen, CHO-K1 cells, beta-arrestin complementation, luminescence. P35414. inhibition, % at 20 µM. hit rate 0.32% among 330,000. AID 2521, 2010;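 active means inhibition above about 40% at 20 µM, limit read from the data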;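 further: cells challenged with 10 nM apelin-13 agonist together with compound; plate controls were apelin-13 plus DMSO wells for no effect and DMSO wells lacking apelin-13 for full effect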
Starred values were filed as active, the others as inactive; / = no result given.

SMILES	CCR6 antag	CXCR6 block	Gli-Sufu block	UBC13 polyUb	EBI2 block	ATG4B inh	APJ agonist	APJ antagonist
C#CC(CC)(CC)NC(=O)Nc1ccccc1C(=O)OC	9.8	13.6	6.5	7.7	2.7	-13.9	-2.9	9.6
O=C1NC(=O)C2(COC(c3ccccc3Cl)OC2)S1 (configuration not stated)	-2.6	9.2	29.8	3.0	-3.1	8.1	-0.9	20.0
Cc1ccc(C(=O)N2CCN(c3ccc(F)cc3)CC2)cc1S(=O)(=O)N1CCCCC1	18.4	-3.8	25.3	-1.6	1.2	-2.6	8.6	-6.5
CCN(CC)CCNC(=O)c1ccc2c(=O)n(C3CCCC3)c(=S)[nH]c2c1	-3.5	-9.5	70.7*	10.5	-6.7	-5.5	-1.7	10.9
O=S(=O)(NC1=NCCCCC1)c1ccc2sc(NS(=O)(=O)c3ccc4ccccc4c3)nc2c1	8.5	0.2	-3.4	2.3	-16.3	-27.8	-4.0	6.9
COc1ccc(-c2nnc(SCC(=O)Nc3c(Cl)cc(Cl)cc3C(=O)O)o2)cc1	-0.9	-3.8	0.8	-0.3	-17.7	-4.0	-5.3	-1.5
CC1Cc2ccccc2N1c1ncnc2nc[nH]c12 (configuration not stated)	7.0	-0.8	-9.7	31.6	-8.3	-3.5	-0.8	11.5
COc1ccc(OC)c(S(=O)(=O)N2CCC(C(=O)N3CCOCC3)CC2)c1	-10.7	4.1	-6.8	-8.9	-10.7	1.8	-0.6	-1.2
COc1cc(C(=O)NCCCCCCNC(=O)c2cc(OC)c(OC)c(OC)c2)cc(OC)c1OC	10.6	5.9	/	-8.6	-3.1	-3.6	-0.5	-5.1
Cc1ccc(S(=O)(=O)N2CCN(C(=O)COc3ccc(-c4nnco4)cc3)CC2)cc1	22.4	0.5	-5.4	2.9	11.9	-10.0	-5.6	-14.5
O=C(NCCN1C(=O)S/C(=C/c2cccnc2)C1=O)c1ccc(S(=O)(=O)N2CCCC2)cc1	-2.5	-14.2	2.6	/	-2.5	-11.0	/	/
Cc1ccc(/C=N/NC(=O)CC2N=C(Cc3ccccc3)NNC2=O)cc1 (configuration not stated)	3.3	1.2	13.2	-4.3	5.5	-2.5	-2.7	-6.6
COc1ccc(-n2c(Cc3cccn3C)nnc2SCC(=O)N2CCC(C)CC2)cc1	6.5	1.9	-14.7	4.2	14.4	5.0	-2.4	-1.4
CCCCn1c(N)c(N(CCOC)C(=O)c2ccc(F)c(S(=O)(=O)N3CCOCC3)c2)c(=O)[nH]c1=O	-4.0	-7.0	-8.2	-3.8	-3.9	-1.0	5.7	-39.2
CCN(c1ccc(NC(=O)COC(=O)C(C)N=C2NS(=O)(=O)c3ccccc32)cc1)C(C)C (configuration not stated)	-3.9	-4.7	-5.7	0.7	-1.2	-6.6	-6.3	6.6
Cc1cc(C)nc(NC(=O)C(c2ccccc2)c2ccccc2)c1	15.3	2.6	5.8	-10.3	15.2	-2.8	-3.0	7.2
CCOC(=O)c1c(NC(=O)CCC(=O)N(CC)CC)sc2c1CC(C)(C)OC2	8.6	-5.0	2.0	-6.1	-1.4	-1.2	-2.6	-9.0
COc1cccc(C(=O)OCC(=O)NC2CCCc3ccccc32)c1O (configuration not stated)	3.7	3.2	5.0	0.7	-4.9	10.4	-1.6	5.3
Cc1c(C(=O)NC2CCC(C)CC2)oc2ccccc12 (configuration not stated)	7.1	-1.8	-81.5	-3.3	10.9	-0.5	4.7	-27.9
Cc1ccc(OCC(=O)NC(=S)Nc2ccc(Br)cn2)cc1	-0.7	11.4	0.9	-8.8	-4.1	-9.9	3.5	-11.6
COc1cc(CNC2CCCCCC2)cc(OC)c1OC	-5.4	1.2	6.0	2.6	-3.2	-3.6	-3.7	-4.9
COc1ccc(NC(=S)Nc2ccc3nccnc3c2)cc1	17.5	-10.5	-33.8	/	13.3	-0.9	/	/
CC(=O)NNC(=O)c1csc(-c2csc(C)n2)n1	-9.3	1.6	10.3	4.7	-11.4	-3.0	2.2	-5.6
CC(Sc1nc(C2CC2)n(-c2ccccc2)n1)C(=O)c1c(N)n(C)c(=O)n(C)c1=O (configuration not stated)	-0.2	2.1	0.9	-0.8	4.2	-4.8	6.0	19.9
Cc1cc(C)cc(OCCCn2ccnc2)c1	4.3	2.0	-2.6	-0.3	-3.5	-3.2	0.1	-15.5
O=[N+]([O-])c1ccc(/C=C/c2ccc3ccccc3n2)cc1	-8.2	-0.1	-117.2	-1.7	5.9	-5.6	-0.3	-27.4
O=C(C(=Cc1ccccc1)CN1CCCCC1)c1ccccc1	25.8	22.6	60.3*	/	13.9	0.3	/	/
COc1cccc(C2=NCCc3cc4c(cc32)OCO4)c1OC	5.6	1.7	5.0	5.0	-11.2	1.4	0.6	2.2
COc1cc(/C=C/C(=O)O)cc(S(=O)(=O)NC2CC2)c1OC	18.1	1.7	3.0	5.7	-3.2	5.4	-1.4	3.7
Cc1onc(-c2ccccc2)c1C(=O)n1cc(Br)cn1	11.3	1.7	3.1	5.8	-19.1	-9.2	5.1	22.3
Cn1c(C(=O)NC2CC2)cc(=O)n(C)c1=O	-8.6	3.2	-16.2	-2.5	-10.9	-4.2	-1.7	-4.7
Cc1ccc(S(=O)(=O)N(CC(=O)NCc2ccco2)Cc2ccccc2F)cc1	13.2	0.9	-7.0	/	-10.7	16.6	/	/
C=C(C)[C@@H]1CC=C(CN2CCN(Cc3ccccc3)CC2)CC1	3.8	8.5	-20.5	9.6	3.5	-0.7	-4.0	4.9
COc1ccccc1C(C)NC(=O)c1cc(S(=O)(=O)N2CCCCC2)ccc1C (configuration not stated)	-4.0	4.9	-18.7	-14.9	4.5	2.8	-2.5	-64.8
COc1ccc(/C=C2/SC(=S)N(c3ccc(S(=O)(=O)Nc4nccs4)cc3)C2=O)cc1	39.4	12.1	12.2	-29.9	11.6	-1.6	-2.1	14.7
Cc1nn(Cc2ccc(Cl)cc2Cl)c(C)c1NC(=O)Cn1nc([N+](=O)[O-])c(Cl)c1C	1.1	-2.8	4.9	7.3	19.1	-4.2	-2.7	12.1
CC1CCN(C(=O)NC(=O)c2ccc(Cl)cc2)CC1	3.3	4.1	-2.1	4.9	-7.5	-3.8	-3.9	-16.8
O=C(NN=C1CCCC1)c1ccc(O)cc1	-7.0	4.3	50.6	6.4	-0.2	5.3	-3.4	3.5
Cc1c(C(=O)Nc2ccc(F)c(F)c2)oc2ccc(S(=O)(=O)N3CCCCC3)cc12	4.6	-14.6	-0.3	2.2	-10.6	-12.9	2.6	-22.9
O=C(NCCCO)NC(=S)c1cccc2ccccc12	3.9	-12.3	-7.8	12.7	-6.0	-2.5	-4.0	6.9
CCOc1ccc(NC(=O)C2C3C=CC4(CN(C(C(=O)OC)C(C)C)C(=O)C24)O3)cc1 (configuration not stated)	-16.1	-4.0	-1.2	-7.4	1.6	4.3	-2.5	7.5
Cc1cc2ncn(/N=C/c3ccc([N+](=O)[O-])o3)c2cc1C	4.3	5.2	2.1	-8.5	-1.4	-7.7	5.9	-1.9
COc1cccc(CN(C)C(=O)c2ccc3nccnc3c2)c1	9.1	3.3	-10.9	-10.2	8.0	2.1	1.0	1.0
O=C(CC1SC(N2CCCC2)=NC1=O)Nc1ccc(C(=O)Nc2ncccc2O)cc1 (configuration not stated)	-2.8	-12.4	12.0	-0.4	-0.5	2.5	-2.2	-19.2
O=c1c2ccccc2c(/C=N/c2nnc(Cc3ccccc3)s2)c(O)n1-c1ccc(Cl)cn1	-11.9	-13.2	-21.9	-8.7	6.6	11.8	-0.5	1.4
O=C1NC(c2ccccc2)=NC1(NS(=O)(=O)c1ccc(Cl)cc1)C(F)(F)F (configuration not stated)	-6.2	-5.2	5.1	-1.6	-3.8	-6.7	0.9	-13.0
O=C(NCc1cccnc1)C1CCCN(S(=O)(=O)c2ccccc2)C1 (configuration not stated)	16.1	-3.9	3.4	8.2	-4.9	2.2	-1.5	18.4
CCN(CC)c1ccc(/C=C/C(=O)c2cccnc2)cc1	8.9	-3.9	-3.1	5.8	16.7	8.1	0.4	2.5
CCOc1cc(/C=N\NC(=O)C2C(=O)NCC2c2ccccc2)ccc1OC (configuration not stated)	-0.9	5.1	-0.3	-2.3	-20.8	-15.1	0.7	5.6
CC(Oc1ccccc1)C(=O)N1CCN=C1SCc1ccccc1 (configuration not stated)	18.4	1.8	0.9	-15.0	15.9	-2.4	-1.2	-14.1

4 entries from above, sorted by their value in APJ antagonist, largest number first.
SMILES | CCR6 antag | CXCR6 block | UBC13 polyUb | EBI2 block | ATG4B inh | APJ agonist | APJ antagonist
COc1cccc(C2=NCCc3cc4c(cc32)OCO4)c1OC | 5.6 | 1.7 | 5.0 | -11.2 | 1.4 | 0.6 | 2.2
CCOC(=O)c1c(NC(=O)CCC(=O)N(CC)CC)sc2c1CC(C)(C)OC2 | 8.6 | -5.0 | -6.1 | -1.4 | -1.2 | -2.6 | -9.0
Cc1c(C(=O)NC2CCC(C)CC2)oc2ccccc12 (configuration not stated) | 7.1 | -1.8 | -3.3 | 10.9 | -0.5 | 4.7 | -27.9
COc1ccccc1C(C)NC(=O)c1cc(S(=O)(=O)N2CCCCC2)ccc1C (configuration not stated) | -4.0 | 4.9 | -14.9 | 4.5 | 2.8 | -2.5 | -64.8

Remaining list, next part
SMILES	CCR6 antag	CXCR6 block	Gli-Sufu block	UBC13 polyUb	EBI2 block	ATG4B inh	APJ agonist	APJ antagonist
CCCc1c(O)nc(SC2CC(=O)N(c3cc(OC)ccc3OC)C2=O)[nH]c1=O (configuration not stated)	17.7	10.4	-3.1	8.8	-0.6	-5.5	6.3	1.3
O=C(COCc1cc(-c2ccc3c(c2)OCO3)on1)N1CCN(c2ccc(F)cc2)CC1	12.2	-4.2	-25.6	1.5	0.6	-0.5	0.4	14.2
Cc1cc(Cl)ccc1NC(=S)NCCc1ccc(S(N)(=O)=O)cc1	6.2	-5.7	-2.7	-0.9	-10.9	-1.7	4.3	18.8
Cc1cccn2c(=O)c3cc(C(=O)N4CCCCC4C)sc3nc12 (configuration not stated)	-7.1	1.2	-19.3	11.4	-0.2	4.5	0.1	-9.4
C/C(=N/Oc1nc(C)cc(C)n1)c1ccc(Br)cc1	7.0	-5.4	-21.2	-6.2	2.7	5.5	-2.3	-17.1
COc1cc(-c2cc(OC)c(O)c(OC)c2)cc(OC)c1O	-8.3	-12.5	4.5	/	-22.9	-2.6	/	/
CCN(CC(=O)Nc1c(F)cccc1F)C(=O)c1cccnc1Sc1ccccc1	4.7	-6.4	-0.3	-1.1	-10.2	-2.4	12.1	9.5
CN(C)c1nc(N2CCN(c3ccccc3)CC2)c(C#N)c(=O)o1	4.0	2.4	3.7	1.4	6.7	-1.2	-1.3	-4.6
COc1ccc2oc(=O)c(-c3nnc(N)s3)cc2c1	5.2	-16.0	-22.0	-10.2	6.6	-5.3	-3.6	10.1
O=C(C[n+]1cc(-c2ccccc2)n2c1CCCCC2)c1ccc(Cl)cc1	16.2	2.1	58.0*	-0.6	-3.8	-0.4	-2.5	13.2
NC1=NS(=O)(=O)NC1c1cccc(Cl)c1 (configuration not stated)	8.6	-1.6	-12.9	9.8	-1.7	9.2	-3.2	-12.9
COc1ccccc1-c1nnc(SCCN2CCOCC2)n1-c1ccc(C)cc1	3.5	-1.3	8.4	8.7	-4.4	-8.9	-4.2	10.2
COC(=O)Cc1c[nH]c2cccc(OCC(O)CN(Cc3ccccc3)C(C)C)c12 (configuration not stated)	12.2	-3.3	6.5	-2.3	1.9	-13.3	0.9	13.6

Screens as filed in PubChem BioAssay.
